Screening data (PubChem)
rTrxR1 inhibitor: inhibitors of rat thioredoxin reductase 1; recombinant rTrxR1, NADPH fluorescence consumption, selenite substrate; Potency, µM (doses to about 114 µM), inactives show at the top dose activity change, negative = inhibition, most hits filed as inhibitors; 1% of 390,000 active; further: on the % scale 0 is the no-effect control and ±100 the full control effect; nearly all actives have a fitted effect of over 65% in size
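Rat TrxR1 (90 nM in the dispensed reagent) was pre-reduced with 400 uM NADPH for 5 min at room temperature, then incubated with compound for 15 min. After 400 uM selenite was added, NADPH fluorescence (Ex 340/Em 450 nm) was followed for 8 min.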
USP1 inh: inhibitors of human USP1/UAF1 deubiquitinase | O94782 | recombinant USP1/UAF1, Ub-Rhodamine cleavage fluorescence | Potency, µM (doses to about 57.1 µM), for inactives: top-dose activity change, negative = inhibition, most hits filed as inhibitors | 0.23% of 390,000 active | AID 743255; further: on the % scale 0 is the no-effect control and ±100 the full control effect; nearly all actives have a fitted effect of over 60% in size; inactives centre near -12
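In this screen, compounds sit with the deubiquitinase complex (1nM) for 15 min at room temperature before Ub-Rho is added at 150nM final. Fluorescence rise is then followed for 6 reads every 60 seconds.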
Vif-APOBEC3F blk: blocks the Vif interaction with APOBEC3F. HeLa A3F-eYFP + Vif (tagged APOBEC3F with the HIV-1 protein that degrades it), YFP fluorescence increase. 0.2% of 390,000 active. Potency, µM (top dose mostly 46.1 µM), inactives show top-dose activity, negative = active; further: % of control where 0% means no effect; nearly all actives have a fitted effect of over 65% in size
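Fluorescence increase (Ex 488/Em 500-530) after overnight compound treatment at 37 deg C flags inhibition of Vif-driven A3F-eYFP loss in stable HeLa A3F-eYFP/Vif cells seeded overnight beforehand.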
RGS4 inhibitor: blocks human RGS4-accelerated GTP hydrolysis. AID 504845. Transcreener GDP fluorescence polarization, RGS4-accelerated GTP hydrolysis. Potency, µM (series often up to 114 µM), without a hit: at the top dose activity change, negative = inhibition, actives largely listed as inhibitors. 0.039% of 390,000 active. P49798; further: on the % scale 0 is the no-effect control and ±100 the full control effect; nearly all actives have a fitted effect of over 75% in size; some results filed as inactive show a strong effect at the top dose
Target sequence (P49798 whole entry, looked up): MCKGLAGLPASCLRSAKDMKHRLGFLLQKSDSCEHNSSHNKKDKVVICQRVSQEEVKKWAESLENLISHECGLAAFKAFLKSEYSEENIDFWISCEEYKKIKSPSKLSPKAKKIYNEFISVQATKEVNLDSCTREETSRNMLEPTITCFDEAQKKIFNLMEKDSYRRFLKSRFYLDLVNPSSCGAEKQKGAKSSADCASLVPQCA
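MLSMR compounds (23 nl, pin-transferred) preincubated 10 min at room temperature with a 500nM (2x) first reagent, then RGS4 at 900nM (2x) plus Transcreener GDP mix added; fluorescence polarization (620/688 nm) read before and after 90 min at 30 °C.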
12-LOX inh: inhibitors of human 12S-lipoxygenase ALOX12. P18054. purified 12hLO, xylenol orange hydroperoxide absorbance. Potency, µM (doses to about 108 µM), for inactives: at the highest dose activity change, negative = inhibition, hits mostly inhibitors. 1.1% of 580,000 active. AID 1671190; further: on the % scale 0 is the no-effect control and ±100 the full control effect
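Purified human 12hLO (150 nM final) in 25 mM Hepes, 0.01% Triton X-100, pH 7.0 was preincubated 15 min at room temperature with compound. Then 40 uM arachidonic acid was added, 30 min. Hydroperoxide was read by Fe-XO absorbance ratio 573/405 nm.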
RXFP1 agonist: RXFP1 (human) receptor agonism. Q9HBX9. HEK293T-RXFP1 cAMP TR-FRET, 30 min; response scale: percent of porcine relaxin response, buffer zero. Potency, µM (titrated, usually from 57.5 µM), without a hit: at the top dose activation, usual class: activators. 0.3% of 370,000 active; further: on the % scale 0 is the no-effect control and ±100 the full control effect; nearly all actives have a fitted effect of over 60% in size; many of its hits are not listed in these tables
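HEK293 cells stably expressing RXFP1, treated 30 min at 37C with compounds plus PDE4 inhibitor Ro 20174; cAMP measured by HTRF TR-FRET. Normalized to buffer and 29 nM porcine relaxin; EC50 by Hill fit.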
TrxR1 substrate: is turned over as a substrate by rat TrxR1. Potency, µM (titrated, usually from 114 µM), for the others: at the top dose activity change, negative = substrate turnover. 0.01% of 390,000 active. purified TrxR1 substrate turnover, NADPH consumption readout. O89049; further: on the % scale 0 is the no-effect control and ±100 the full control effect; nearly all actives have a fitted effect of over 50% in size
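Rat TrxR1, dispensed at 90 nM, was prereduced with 400 uM NADPH (final) for 5 min at ~22 deg C, then incubated with compound 15 min before 400 uM selenite. A first-read NADPH fluorescence drop versus no-compound background flagged substrates.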
Vif-APOBEC3G blk: Vif-A3G binding inhibition | Potency, µM (highest dose often 46.1 µM), for the others: at the top dose activity, negative = active, most hits filed as inhibitors | 0.076% of 410,000 active | AID 602310 | HeLa A3G-eYFP + Vif (tagged APOBEC3G with the HIV-1 protein that degrades it), YFP fluorescence, overnight | Q9HC16;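 further: on the % scale 0 is the no-effect control and ±100 the full control effect; nearly all actives have a fitted effect of over 60% in size; hits raise eYFP signal because A3G escapes Vif-driven loss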
Target sequence (Q9HC16 whole entry, looked up): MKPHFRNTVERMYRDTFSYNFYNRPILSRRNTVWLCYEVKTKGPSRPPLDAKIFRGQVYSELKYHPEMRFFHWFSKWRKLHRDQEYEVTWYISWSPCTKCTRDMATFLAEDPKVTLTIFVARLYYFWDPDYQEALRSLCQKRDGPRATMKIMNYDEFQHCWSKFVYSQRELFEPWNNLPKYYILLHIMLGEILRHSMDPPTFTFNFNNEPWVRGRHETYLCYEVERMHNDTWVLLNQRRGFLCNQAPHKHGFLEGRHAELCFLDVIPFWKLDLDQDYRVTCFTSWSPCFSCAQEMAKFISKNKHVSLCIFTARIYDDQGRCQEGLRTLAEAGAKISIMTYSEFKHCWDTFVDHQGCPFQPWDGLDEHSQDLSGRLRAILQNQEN
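HeLa cells stably expressing Vif and C-terminally eYFP-tagged A3G, seeded overnight at 37 deg C, then exposed to compound by pintool overnight at 37 deg C. Rise in yellow fluorescence (Ex 488/Em 500-530, Acumen) marks blocked Vif-driven A3G degradation.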
IDH1 R132H inh: inhibitors of human mutant IDH1 R132H. 0.093% of 390,000 active. O75874. Potency, µM (doses to about 76.6 µM), for inactives: at the top dose activity change, negative = inhibition, actives largely listed as inhibitors. IDH1-R132H enzyme, NADPH consumption, diaphorase/resazurin fluorescence; further: on the % scale 0 is the no-effect control and ±100 the full control effect; nearly all actives have a fitted effect of over 65% in size
Target sequence (O75874 whole entry R132H, stated change not applied): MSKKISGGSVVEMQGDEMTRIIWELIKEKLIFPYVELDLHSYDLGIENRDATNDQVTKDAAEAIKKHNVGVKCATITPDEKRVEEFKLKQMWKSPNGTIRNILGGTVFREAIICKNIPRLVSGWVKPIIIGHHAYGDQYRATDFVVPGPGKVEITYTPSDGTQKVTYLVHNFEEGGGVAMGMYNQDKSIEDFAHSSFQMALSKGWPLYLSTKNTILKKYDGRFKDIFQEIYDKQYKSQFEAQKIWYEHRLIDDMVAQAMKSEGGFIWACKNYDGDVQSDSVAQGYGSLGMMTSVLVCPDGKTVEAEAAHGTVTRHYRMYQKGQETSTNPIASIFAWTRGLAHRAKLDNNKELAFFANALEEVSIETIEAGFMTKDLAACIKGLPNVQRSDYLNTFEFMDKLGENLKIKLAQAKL
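IDH1-R132H (0.5 ug/mL dispensed) in pH 7.5 Tris buffer was preincubated 30 min with compound, then given a substrate mix of 0.016 mM NADPH and 2 mM alpha-KG for 80 min at room temperature; remaining NADPH was read by diaphorase/resazurin fluorescence.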
Active calls of the source: *; ? = inconclusive; . = no result given; [ ] = dose if it differs, or a comment. The call rests on the fitted dose curve; in most records, active means well fitted curve in the direction sought with a large enough effect; inconclusive means small, poorly fitted or top-dose-only effect, or another doubt; inactive means no such curve, though single readings can be large; an effect the other way counts as inactive or inconclusive. Potency means the concentration at half of the fitted maximal effect. These rows are one share of the data; count on the stated rates, not on these rows.

Every second line gives: rTrxR1 inhibitor, USP1 inh, Vif-APOBEC3F blk, RGS4 inhibitor, 12-LOX inh, RXFP1 agonist, TrxR1 substrate, Vif-APOBEC3G blk, IDH1 R132H inh
CCC(=O)N1CCc2cc(Br)cc(S(=O)(=O)CCC(=O)NCCc3ccc(OC)c(OC)c3)c21
  -7%, ?, -8%, -31%, -3%, -1.8%, -7%, 0%, 20%
CCOc1ccc(C(=O)CCC(=O)NNC(=O)CCN2CCN(c3ccccc3)CC2)cc1
  11%[11.4 µM], -8%, -5%, -47%, -1%, ., 6%[11.4 µM], 0%, 2%
Clc1cccc(CSC2=NCCCN2)c1
  5%, 6%, 1%, -1%, ., 0.1%, -1%, 0%, 0%
Cc1cccc(NC(=O)c2cccc(OC(=S)N3CCOCC3)c2)c1C
  -12%, -5%, 8%, 4%, -17%, -1.5%, -5%, 1%, 3%
COc1cc(CNCC(O)c2ccccc2)ccc1OCc1ccc(Cl)nc1 (stereo not drawn)
  17%[57.1 µM], -16%, -2%, -25%, -7%, 2.2%, -24%[57.1 µM], 1%, 0%
CC(C)N1CCc2c(sc(NC(=O)c3ccc(C(=O)c4ccccc4)cc3)c2C(N)=O)C1
  6%[57.1 µM], -12%, ?, -7%, 9%, -0.1%, 5%[57.1 µM], ?, 3%
O=C1c2ccccc2C(=O)N1CCC(c1ccc(F)cc1)c1ccco1 (stereo not drawn)
  -24%[57.1 µM], -25%, 5%, ?, 0%, 0.8%, -23%[57.1 µM], -3%, 9%
NS(=O)(=O)c1ccc(-c2ccc(/C=C3\SC(=S)N(C4CCS(=O)(=O)C4)C3=O)o2)cc1 (stereo not drawn)
  -13%, 14%, 3%, -10%, -26%, 1.5%, -6%, 2%, -4%
COc1cc(/C=C/c2nc3ccccc3c(=O)[nH]2)ccc1OC(F)F
  8%, -14%, -8%, -7%, 4%, 0.4%, 15%, 1%, 9%
COc1cccc(C(=O)Nc2ccc(C(=O)O)cc2)c1
  5%[57.1 µM], -3%, 0%, 31%, 16%, 0.1%, 9%[57.1 µM], 0%, 1%
COc1ccc(-c2cc(C(=O)N3CCCCCC3)no2)cc1
  1%, -4%, -8%, 9%, -29%, 0.2%, 5%, -3%, 12%
COC(=O)c1ccc2c(c1)NC(=O)C(N1CCOCC1)S2 (stereo not drawn)
  13%, -4%, -4%, 45%, -7%, 1.5%, 5%, 1%, -1%
Cc1ccc(S(=O)(=O)CCC(=O)c2ccc(F)cc2)cc1
  1.6µM*, -15%, 1%, -44%, 0%, -0.6%, -3%, -19%, 15%
O=C1Nc2c(c(=O)[nH]c(=O)n2-c2ccccc2F)C(C(F)(F)F)(C(F)(F)F)N1
  -6%, 0%, 3%, 29%, 67%[activator], 0.9%, -6%, 1%, 1%
CC(C)Cc1nnc(NC(=O)c2ccc3c(=O)n4c(nc3c2)CCC4)s1
  -24%, -9%, 5%, 2%, 1%, 1.8%, -9%, -4%, 6%
COc1ccc2cc(/C(C)=N/NC(=O)c3cc(C)oc3C)ccc2c1
  ., -33%, 1%, ., 11%, ., ., -6%, 6%
CCOc1ccc(NC(=O)CCS(=O)(=O)c2ccc3c(c2)CCCN3C(=O)CC)cc1
  1%, -18%, -5%, -16%[56.9 µM], ?, -0.9%, -4%, 1%, 7%
O=C(Cc1cccs1)NCc1ccc(F)cc1
  0%[57.1 µM], -3%, 1%, 18%, 10%, 0.0%, -4%[57.1 µM], -8%, -6%
O=C(Cc1ccccc1)NCC(=O)N1CCN(Cc2cccc(Cl)c2)CC1
  12%, -15%, -5%, 4%, ?, ., -2%, 3%, -6%
CCOC(=O)c1c(NC(=O)COC(=O)c2ccc(O)cc2)sc(C(=O)NC)c1C
  10%[0.0914 µM], -11%, 1%, -45%, 5%, ., 8%, -11%, -11%
c1ccc(Oc2ncnc3ccccc23)cc1
  -3%[2.29 µM], ?, -2%, -7%, 11%, ., -4%[2.29 µM], -4%, 4%
Cc1sc2ncn(CC(=O)Nc3ccc(F)cc3Cl)c(=O)c2c1S(=O)(=O)N1CCN(c2ncccn2)CC1
  7%, -29%, 1%, -28%, -8%, 27%, -2%, -3%, 1%
O=C(c1cccs1)N(Cc1ccc(Cl)cc1)C1CCS(=O)(=O)C1 (stereo not drawn)
  -7%, -15%, 4%, 1%[11.4 µM], -12%, 2.0%, -12%, -4%, 0%
Cc1c(NC(=S)N2CCN(c3cccc(Cl)c3)CC2)c(=O)n(-c2ccccc2)n1C
  -8%[57.1 µM], -9%, 0%, -14%, 6%, 0.0%, -6%[57.1 µM], 3%, 0%
CCN1CCN(S(=O)(=O)c2ccc(C(=O)Nc3ccccc3)cc2)CC1
  7%[57.1 µM], -15%, 10%, -35%, 4%, -0.7%, -7%[57.1 µM], 0%, 3%
CCc1nnc(NC(=O)CN2C(=O)CCC2=O)s1
  4%, -2%, 9%, 2%, -14%, 1.8%, -2%, 1%, 2%
O=C(c1ccc(N2CCN(C3CC(=O)N(Cc4cccs4)C3=O)CC2)cc1)c1cccnc1 (stereo not drawn)
  1%, -17%, -22%, -5%, 1%, 1.3%, -4%, 0%, 0%
CCCSc1ncnc2c1c(-c1ccccc1)cn2-c1ccccc1OC
  105%[activator], -7%, -15%, 7%, -16%, -2.9%, 63%[activator], 5%, 11%
CC1=NN(C(=O)CCc2ccc3c(c2)OCO3)C(O)(C(F)(F)F)C1 (stereo not drawn)
  15%, -19%, 0%, -1%, 0%, 2.6%, 3%, 3%, -5%
Cc1ccc(C(=O)Nc2ccc(Cl)c(-c3nc4ncccc4o3)c2)c(C)c1
  25%, -14%, 2%, -41%, -11%, 1.6%, 8%, 1%, -2%

A second format for three compounds above.
compound	rTrxR1 inhibitor	USP1 inh	Vif-APOBEC3F blk	RGS4 inhibitor	12-LOX inh	RXFP1 agonist	TrxR1 substrate	Vif-APOBEC3G blk	IDH1 R132H inh
NS(=O)(=O)c1ccc(-c2ccc(/C=C3\SC(=S)N(C4CCS(=O)(=O)C4)C3=O)o2)cc1 (stereo not drawn)	-13%	14%	3%	-10%	-26%	1.5%	-6%	2%	-4%
COc1cc(/C=C/c2nc3ccccc3c(=O)[nH]2)ccc1OC(F)F	8%	-14%	-8%	-7%	4%	0.4%	15%	1%	9%
COc1cccc(C(=O)Nc2ccc(C(=O)O)cc2)c1	5%[57.1 µM]	-3%	0%	31%	16%	0.1%	9%[57.1 µM]	0%	1%

Following part:
Every second line gives: rTrxR1 inhibitor, USP1 inh, Vif-APOBEC3F blk, RGS4 inhibitor, 12-LOX inh, RXFP1 agonist, TrxR1 substrate, Vif-APOBEC3G blk, IDH1 R132H inh
CCN(CC)C(=O)C(Oc1ccc(S(=O)(=O)N2CCCC2)cc1[N+](=O)[O-])c1ccccc1 (stereo not drawn)
  8%, -5%, -1%, 20%, 1%, 4.9%, -8%, 2%, -10%
O=S(=O)(NC1CCN(S(=O)(=O)c2ccc3c(c2)OCCO3)C1)c1c(F)cccc1F (stereo not drawn)
  30%, ., -7%, -3%, 5%, 1.2%, 11%, 3%, .
CCCc1nc(SCC(=O)N2CCCc3ccccc32)c2c(=O)n(C)c(=O)n(C)c2n1
  4%[57.1 µM], -12%, 2%, -5%, ., 2.2%, -2%[57.1 µM], -3%, ?
COc1ccc(S(=O)(=O)N2CCC(C(=O)N[C@@H](C)C(=O)NCc3cccc(OC)c3)CC2)cc1
  12%, ?, 1%, 18%, 0%, 0.6%, 3%, 2%, -5%
CC(C)=CCc1c2c(c3occ(-c4ccc(O)cc4)c(=O)c3c1O)C=CC(C)(C)O2
  0%, 3%, 7%, 9%, ?, 3.4%, -17%, 1%, -4%
O=C(Cn1ncc2c1-c1ccccc1OC2)Nc1cccc(Cl)c1
  22%[57.1 µM], 0%, 0%, 10%, 6%, -0.6%, 10%[57.1 µM], 0%, 2%
NS(=O)(=O)c1ccc(CNC(=O)c2scc3c2CCCC3)cc1
  15%, -11%, -3%, -32%, 4%, 3.5%, 9%, -7%, 0%
Cc1nc(C(=O)NCCC(C)C)sc1C1(C)CC(c2ccccc2)=NO1 (stereo not drawn)
  31%, -28%, -10%, 3%, -17%, -2.8%, 5%, 1%, -1%
Nc1ccccc1N
  14%, ., ., ., 64%[activator][57.4 µM], ., 11%[0.0914 µM], 0%, .
CC1CCc2c(sc3ncn4c(SCC(=O)NCc5ccco5)nnc4c23)C1 (stereo not drawn)
  -15%, -9%, -16%, 8%, 1%, 2.7%, 5%, 0%, 6%
CC(C)Oc1cccc(C(=O)NC(=S)Nc2ccc(N3CCN(C)CC3)cc2)c1
  ?, -12%, -14%, 4%, 0%, 0.2%, 0%, 1%, 5%
O=C(COC(=O)c1cccs1)Nc1ccc(F)c(F)c1
  11%, -21%, 1%, -6%, 9%, 1.4%, 5%, -16%, 7%
COC(=O)c1ccccc1NC(=O)CCCCCn1nnc2ccccc2c1=O
  14%, -22%, -7%, -37%, ?, 3.2%, -2%, 0%, -6%
